Pf growth 96h = P. falciparum growth inhibition at 96 hour, primary screen for plastid delayed-death inhibitors | actives 6.9% (n = 320,000) | Potency, µM (series often up to 28.7 µM), without a hit: at the highest dose activity change, negative = inhibition, most hits filed as inhibitors | P. falciparum luciferase reporter growth, 96 h; note: potency is the fitted concentration of half-maximal effect; % is set by controls: 0 for no effect and ±100 for the full control effect
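Two-generation exposure (96 h) targets delayed-death phenotype. Reporter parasites carrying integrated firefly luciferase, in red cells at 2% hematocrit and 0.05% parasitemia final, kept at 37 C, 5% CO2; luminescence loss indicates inhibition.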
Pf growth 48h = inhibits P. falciparum growth in the first generation, 48 h. P. falciparum luciferase growth in erythrocytes, 48 h. Potency, µM (series often up to 28.7 µM), for inactives: at the highest dose activity change, negative = inhibition, actives largely listed as inhibitors. actives 5.9% (n = 310,000). AID 504832; note: potency is the fitted concentration of half-maximal effect; % is set by controls: 0 for no effect and ±100 for the full control effect
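In quantitative HTS format, infected erythrocytes bearing luciferase-reporter parasites were treated for a single generation at 37 C. Luminescence after adding detection reagent served as the growth measure.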
HCV inh = blocks hepatitis C virus; Huh7.5.1 HCVcc-Cre infection, luciferase reporter, 44 h; Potency, µM (highest dose often 41.8 µM), for the others: top-dose activity change, negative = inhibition, actives largely listed as inhibitors; actives 3.4% (n = 340,000); AID 651820; note: potency is the fitted concentration of half-maximal effect; % is set by controls: 0 for no effect and ±100 for the full control effect
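HCVcc-Cre virus at an moi near 0.5 was added right after compound to cells cultured 4 h from seeding (1,000 cells/well). Luciferase activity was determined 44 h later, 15 min after substrate addition at RT.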
Cycloheximide cs = affects cycloheximide protein synthesis inhibition readout, counter-screen; actives 12% (n = 300,000); max response, %; cell reporter, cycloheximide protein synthesis inhibition counterscreen; in the data active = max response mostly above about 13%, no sharp cut-off; inactive = mostly below about 14%; note: read at 38.3 µM for the half of the compounds with a filed dose; 0% is about no effect
Shiga inhibitor = Shiga toxin inhibition; Vero cells, Shiga toxin protein synthesis inhibition reporter; actives 9.2% (n = 290,000); inhibition, % at 38.7 µM; in the data active = inhibition mostly above about 28%, no sharp cut-off; inactive = mostly below about 43%; note: 0% is about no effect
FBPA Giardia inh = inhibitors of Giardia lamblia fructose-1,6-bisphosphate aldolase. purified Giardia FBPA. Potency, µM (titrated, usually from 59.6 µM), without a hit: at the highest dose activity, negative = inhibition, most hits filed as inhibitors. actives 0.71% (n = 290,000); note: potency is the fitted concentration of half-maximal effect; % is set by controls: 0 for no effect and ±100 for the full control effect; nearly all actives have a fitted effect of over 55% in size
Target sequence (A8B2U2 whole entry, looked up): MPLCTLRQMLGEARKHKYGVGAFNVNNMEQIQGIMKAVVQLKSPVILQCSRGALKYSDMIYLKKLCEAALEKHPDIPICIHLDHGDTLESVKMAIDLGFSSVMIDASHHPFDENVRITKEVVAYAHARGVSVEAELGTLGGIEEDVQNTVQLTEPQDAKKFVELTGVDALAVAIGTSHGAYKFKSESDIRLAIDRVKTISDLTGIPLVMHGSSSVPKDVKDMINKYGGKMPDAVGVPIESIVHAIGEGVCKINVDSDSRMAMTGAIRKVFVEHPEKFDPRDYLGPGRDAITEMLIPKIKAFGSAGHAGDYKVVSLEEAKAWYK
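Giardia FBPA (40 nM reagent) was preincubated 10 min at RT with compound (up to 57.5 uM final), then substrate plus GAPDH/TPI/NAD/arsenate coupling system with diaphorase/resazurin was added; resorufin fluorescence (525/598 nm) was read after 20 min.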
Starred values were filed as active, the others as inactive; u = inconclusive; x = no result given; + = active, no number; [ ] = another dose, or the depositor's remark. Unless noted, calls come from the whole dose curve; as a rule, active = well fitted curve in the direction sought with a large enough effect; inconclusive = small, poorly fitted or top-dose-only effect, or another doubt; inactive = no such curve, though single readings can be large; an effect the other way counts as inactive or inconclusive.

SMILES	Pf growth 96h	Pf growth 48h	HCV inh	Cycloheximide cs	Shiga inhibitor	FBPA Giardia inh
CCc1nnc(NC(=O)CN2CCN(Cc3ccccc3C)CC2)s1	-26%	0%	-13%	-3	72	u
CCCCC(=O)OCC(=O)c1ccc(OCC)cc1	u	19%	1%	58*	22*	0%
CN=C(C)/C(C(=O)OC)=C(/O)c1ccc(Cl)cc1Cl	34%[activator]	29%	-6%	1	-7	8%
O=S(=O)(c1ccc(F)cc1)N1CCc2ccccc21	-14%	12%	15%	-1	-7	-10%
O=C(CCC(=O)N(CC(=O)NC1CCCCC1)Cc1ccco1)Nc1nccs1	x	-12%	16%	-1	-2	-4%
COC(=O)CC1Oc2ccccc2N(Cc2ccc(C)cc2)C1=O (stereo unspecified)	0%	14%	-6%	2	-11	-1%
O=C1CSc2ccc(C(=O)O)cc2N1	12µM*	3%	8%	-3	-9	1%
COc1ccc(C2=NO[C@@H]3C(=O)N(c4cccc(C)c4C)C(=O)[C@H]23)cc1OC	x	4%	12%	-2	-4	-28%
CCN(CC(=O)NCc1ccc(F)cc1)C(=O)c1ccc(C)o1	0%	22%	6%	-1	-8	1%
CCC(C)NC(=O)CN(c1ccc2c(c1)OCO2)S(=O)(=O)c1c(C)n[nH]c1C (stereo unspecified)	14%	x	17%	-3	16	-5%
O=C(OCc1ccccc1)N1CCOCCN(C(=O)OCc2ccccc2)CCOCC1	0%	u	1%	-2	1	3%
COC(=O)NCC12CC3CC(C1)CC(CNC(=O)OC)(C3)C2	u	u	12%	-6	16	-2%
COc1ccc(SCC(=O)c2cc(C)c(OC(=S)N(C)C)c(C)c2)cc1	x	u	u	48*	67	-4%
COc1cccc(Nc2nc(-c3sc(N)nc3C)cs2)c1	x	u	u	23*	+	-27%
COc1ccccc1NS(=O)(=O)c1ccc(Br)s1	20%	-18%	-1%	-4	35	-1%
C=CCSC1=C(C#N)C(c2ccccc2OCC)CC(=O)N1 (stereo unspecified)	u	-3%	-9%	0	2	u
COc1ccc(C2=NOC(C(=O)NCc3ccc(F)cc3)C2)cc1OC (stereo unspecified)	2.3µM*	-28%	u	-5	-5	-3%
COC(=O)c1cc(C#N)c(Oc2ccc(OC)cc2)nc1C	45%[activator]	37%[activator]	1%	2	13	2%
CCCCNC(=O)CCC(=O)NNc1nc2ccccc2c2nc(C)nn12	-19%	22%	0%	2	2	0%
Cc1ccccc1OCCN1C(=O)NC2(CCCc3ccccc32)C1=O (stereo unspecified)	x	u	0%	7	-10	2%
CC(=O)c1c(C)[nH]c(C(=O)CN2C(=O)NC(C)(c3ccc(C)cc3)C2=O)c1C (stereo unspecified)	-14%	-10%	9%	23	38	6%
CCCC(O)(CCC)C(=O)NNc1ccc(C)cc1	0%	11%	4%	12	11	2%
CN(C(=O)CCc1nc2ccccc2s1)c1ccccc1	24%	22%	-6%	21*	1	7%
Cc1ccc(C2(C)NC(=O)N(CC(=O)NC(=O)NC3CCCC3)C2=O)cc1 (stereo unspecified)	u	-3%	7%	-4	-9	6%
Cc1ccc(C(C)NC(=S)NC2CCCCC2)c(C)c1 (stereo unspecified)	5.2µM*	10µM*	u	-3	-8	6%

Continued.
SMILES	Pf growth 96h	Pf growth 48h	HCV inh	Cycloheximide cs	Shiga inhibitor	FBPA Giardia inh
CC[C@H](C)[C@H](NC(=O)[C@H](Cc1ccccc1)NC(=O)[C@H](CC(C)C)NC(=O)[C@H](CCSC)NC(=O)[C@H](CCC(=O)O)NC(=O)[C@H](CCC(=O)O)NC(=O)[C@H](CC(=O)O)NC(=O)[C@H](CO)NC(=O)[C@@H]1CCCN1C(=O)[C@H](CCCCN)NC(=O)[C@@H](N)[C@@H](C)O)C(=O)N[C@@H](Cc1ccc(O)cc1)C(=O)NCC(=O)N[C@@H](Cc1cnc[nH]1)C(=O)N[C@@H](Cc1ccc(O)cc1)C(=O)N[C@@H](CCCCN)C(=O)N[C@@H](CCC(N)=O)C(=O)N[C@@H](C)C(=O)N[C@H](C(=O)N[C@H](C(=O)NCC(=O)N[C@@H](CC(=O)O)C(=O)N[C@H](C(=O)N[C@@H](CC(N)=O)C(=O)N[C@H](C(=O)N[C@@H](CCC(=O)O)C(=O)N[C@@H](CCCNC(=N)N)C(=O)N1CCC[C@H]1C(=O)NCC(=O)N[C@@H](CCSC)C(=O)N[C@@H](CC(C)C)C(=O)N[C@@H](CC(=O)O)C(=O)N[C@@H](Cc1ccccc1)C(=O)N[C@H](C(=O)O)[C@@H](C)O)[C@@H](C)O)[C@@H](C)CC)C(C)C)[C@@H](C)O	x	x	x	-9	2	-6%
CC(CN1CCOCC1)OC(=O)c1ccccc1Br (stereo unspecified)	x	23%	12%	25*	46	-18%
COc1ccc(C(=O)NCCN2C(=O)S/C(=C\c3cccnc3)C2=O)c(OC)c1OC	-7%	-8%	2%	-2	-8	3%
CC(C)c1ccccc1NC(=O)Nc1ccc(F)cc1F	3%	-23%	-5%	9.9*	23	0%
CC(=O)Nc1ccc(NC(=O)C2CCCN2C(=O)Nc2ccccc2[N+](=O)[O-])cc1 (stereo unspecified)	18%	8%	2%	-3	3	-1%
O=[N+]([O-])c1cc(Cl)ccc1NCCNc1ncc(C(F)(F)F)cc1Cl	-87%	u	u	3	-9	1%
O=C(COC(=O)C1CC(=O)N(Cc2ccccc2)C1)c1ccc(Br)cc1 (stereo unspecified)	16%	-10%	0%	-1	-7	4%
Cc1ccc(NC(=O)NC2CCCc3ccccc32)cc1 (stereo unspecified)	u	3%	-22%	14	0	x
COc1ccc(CC2(C)OC(c3ccc([N+](=O)[O-])cc3)=NN2C(C)=O)cc1 (stereo unspecified)	9.3µM*	9.3µM*	u	1	-9	1%
C[N+]1(CC2COC3(CCCCC3)O2)CCCCC1 (stereo unspecified)	-15%	u	4%	-3	10	0%
CCCc1nnc(SCC(=O)N2CCCCC2)n1CCCOC	3%	10%	5%	0	17	0%
CCOC(=O)c1c(C)nc2sc3c(=O)n(-c4ccc(C)cc4)cnc3c2c1-c1ccc(OC)cc1	9%	23%	-9%	-6	-15	5%
CC1(C(=O)O)C=CC2(CCCCC2)N1C(=O)c1ccccc1 (stereo unspecified)	-18%	1%	30%	-3	-13	0%
COc1ccccc1N1CCN(/N=C/c2ccc([N+](=O)[O-])cc2)CC1	10µM*	34%[activator]	11µM*	21*	13	-2%
Cc1oc(-c2ccccc2F)nc1CS(=O)CC(=O)NCc1ccc2c(c1)OCO2 (stereo unspecified)	-2%	x	-15%	7	8	3%
Cc1ccc(NC(=S)N2CCN(S(=O)(=O)c3c(F)cccc3F)CC2)cc1C	-29%	-12%	-5%	-3	12	-6%
CC(C)(C)c1ccc(-n2ncc3c2CCCC3NC(=O)CN2CCCC2=O)cc1 (stereo unspecified)	13µM*	18%	10µM*	2	-8	-5%
Cc1ccc(C(=O)Nc2ncc(C)s2)o1	218%[activator]	x	-8%	35*	50	0%
CS(=O)(=O)N(CC(=O)Nc1ccc2c(c1)OCCO2)Cc1ccc(Cl)cc1	x	25%	18%	22*	33*	-12%
COc1ccc(NC(=O)Cc2cccs2)c(OC)c1	x	16%	-2%	17	32	-5%
O=S(=O)(c1ccc(Br)cc1)N1CCN(c2cc(-c3ccccc3)nc3ncnn23)CC1	-10%	-20%	u	-3	13	4%
CCCC(C)c1nc(C(N)=O)c2[nH]c(=O)n(-c3ccc(OC)c(OC)c3)c2n1 (stereo unspecified)	-18%	-1%	14%	-2	-4	-2%
Cc1ccc(-n2c(N)c(C(=O)NCc3ccco3)sc2=S)cc1	6%	0%	u	8	-15	-21%
COC(=O)c1sc2nc(-c3ccco3)ccc2c1N	0%	0%	-4%	68*	93*	-11%
Cc1ccsc1/C=N/n1c(-c2ccncc2)n[nH]c1=S	84%[activator]	-6%	u	-3	-12	-19%

Whole records from above. Order of values: Pf growth 96h	Pf growth 48h	HCV inh	Cycloheximide cs	Shiga inhibitor	FBPA Giardia inh
CC(=O)Nc1ccc(NC(=O)C2CCCN2C(=O)Nc2ccccc2[N+](=O)[O-])cc1 (stereo unspecified) is entered as 18%	8%	2%	-3	3	-1%
COC(=O)c1sc2nc(-c3ccco3)ccc2c1N is entered as 0%	0%	-4%	68*	93*	-11%
CCCc1nnc(SCC(=O)N2CCCCC2)n1CCCOC is entered as 3%	10%	5%	0	17	0%
CCOC(=O)c1c(C)nc2sc3c(=O)n(-c4ccc(C)cc4)cnc3c2c1-c1ccc(OC)cc1 is entered as 9%	23%	-9%	-6	-15	5%
Cc1ccc(C(=O)Nc2ncc(C)s2)o1 is entered as 218%[activator]	x	-8%	35*	50	0%

A draw from above in order of length of the SMILES, smallest number first:
SMILES	Pf growth 96h	Pf growth 48h	HCV inh	Cycloheximide cs	Shiga inhibitor	FBPA Giardia inh
CC(CN1CCOCC1)OC(=O)c1ccccc1Br (stereo unspecified)	x	23%	12%	25*	46	-18%
COc1ccc(NC(=O)Cc2cccs2)c(OC)c1	x	16%	-2%	17	32	-5%
CC(C)c1ccccc1NC(=O)Nc1ccc(F)cc1F	3%	-23%	-5%	9.9*	23	0%

Other entries follow.
SMILES	Pf growth 96h	Pf growth 48h	HCV inh	Cycloheximide cs	Shiga inhibitor	FBPA Giardia inh
CCOC(=O)/C(=N/Nc1ccc(Cl)cc1)S(=O)(=O)c1ccccc1	x	7%	u	17	37	-1%
O=C(C[N+]12CCC(CC1)C(O)C2)c1ccc(Br)cc1 (stereo unspecified)	5%	11%	-1%	-4	3	-9%
CC1CCC(NC(=O)c2cnccn2)CC1 (stereo unspecified)	u	10%	7%	17	15	-1%
COc1ccc(-n2nc(C(=O)NCC(=O)N3CC(C)CC(C)C3)c3ccccc3c2=O)cc1 (stereo unspecified)	-17%	u	-1%	0	-4	9%
O=c1[nH]c(CSc2ncc(-c3ccc(F)cc3)n2Cc2ccco2)nc2ccccc12	19%	u	25µM*	6	27	5%
COc1ccc(OC)c(/C=C2\SC(N3CCCCC3)=NC2=O)c1	3%	-24%	-28%	10	19	9%
COCCn1c(SCC(=O)Nc2cccc(C)n2)nnc1-c1ccco1	-29%	2%	-14%	9	23	-7%
CNC(=O)[C@H]1O[C@@H](n2cnc3c(NCc4cccc(I)c4)nc(Cl)nc32)[C@H](O)[C@@H]1O	u	u	-15%	x	x	x
CC(=O)C1=C(O)C(=O)N(c2ccc(Br)cc2)C1c1ccc(Cl)cc1 (stereo unspecified)	104%[activator]	-6%	0%	1	x	-9%
O=C(Nc1ccncc1)C1c2ccccc2Oc2ccccc21	x	5.9µM*	20%	-2	-7	13%
COc1ccc(-n2c(SCC(=O)Nc3nccs3)nnc2-c2ccoc2C)cc1	u	x	-19%	-7	-12	1%
O=C(CNS(=O)(=O)c1cccs1)N1CCC2(CC1)OCCO2	x	22%	2%	15	17	3%
CC(C)CNc1nc(SCC(=O)Nc2ccccc2)nc(N2CCOCC2)n1	-26%	u	-6%	1	-9	5%
CCCOc1c(Br)cc(C(N)=O)cc1OCC	0%	3%	u	-4	-4	2%
CCc1cc(C(=O)OC)c(NC(=O)CCCC(=O)O)s1	48%[activator]	23%	27%	-1	-8	14%
CC(=O)c1ccc(OC(C)C)c(CC(C(N)=O)C(N)=O)c1	u	x	20%	-3	-18	1%
CC(C)Nc1nc(Cl)nc(NN(C)c2nc(N(C)C)nc(N(C)C)n2)n1	u	u	u	-3	2	1%
COC(=O)c1[nH]c2ccccc2c1NC(=O)c1ccccc1F	17%	9%	13µM*	-3	10	-5%
CCC(C)[C@H](NC(=O)NCCC1=CCCCC1)C(=O)O (stereo partly specified)	26%	18%	13%	-2	-6	5%

Source: PubChem (National Center for Advancing Translational Sciences (NCATS))
